Screening data (PubChem BioAssay)
Yeast superoxide: reduction of superoxide in aged yeast, primary screen, HTS; superoxide response (% of plate mean), % at 10 µM; S. cerevisiae aged cells, superoxide DHE fluorescence; active compounds read low; actives 0.18% (n = 330,000);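 active means superoxide response under a set limit, about three screen SD below normal, cut at about 65% in these data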;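 further: yeast aged for seven days with compound at 30 °C before DHE staining; 100% = average MFI of all compound-treated wells on the plate with controls excluded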
Efflux pump inh: inhibitors of Candida efflux pumps in yeast, primary screen, S. cerevisiae, Nile Red, multiplex | actives 0.44% (n = 330,000) | inhibition, % at 10 µM | AID 485275, 2010 | S. cerevisiae Candida pump triplex;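 active means plate passing quality check with inhibition over a set limit, or well fluorescence over plate mean plus 4 SD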;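 further: Nile Red retained in pooled yeast measured as flow cytometry median fluorescence; 0% = buffer negative control and 100% = Enniatin B positive control; higher means more Nile Red kept so more efflux inhibition; some compounds called inactive have numbers as strong as hits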
Fam108B counter: mouse Fam108B serine hydrolase inhibitors, primary screen, counter-screen for RBBP9 inhibitor project, biochemical, fluorescence polarization. recombinant Fam108B, FP-Rh probe fluorescence polarization. actives 0.33% (n = 300,000). inhibition, % at 9.51 µM;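 active means inhibition above the screen mean inhibition plus 3 SD, computed separately per campaign, cut at about 18% in these data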;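 further: inhibitors lower polarization as less probe binds the enzyme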
ZTA counter: blocks Epstein-Barr virus ZTA, an EBNA-1 counter-screen; ZTA-DNA binding, fluorescence polarization; inhibition, % at 11 µM; actives 0.15% (n = 320,000); in the data active means inhibition above about 33%
Target sequence (P03206 whole entry, looked up): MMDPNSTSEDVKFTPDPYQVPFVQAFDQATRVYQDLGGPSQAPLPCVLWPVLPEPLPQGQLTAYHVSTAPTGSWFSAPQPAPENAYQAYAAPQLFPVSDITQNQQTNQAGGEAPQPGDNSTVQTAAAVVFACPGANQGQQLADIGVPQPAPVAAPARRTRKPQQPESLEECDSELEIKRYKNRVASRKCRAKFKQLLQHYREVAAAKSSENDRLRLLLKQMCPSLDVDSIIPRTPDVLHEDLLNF
MCL1 BIM primary: inhibitors of MCL1 binding to BIM-BH3, primary screen, biochemical, fluorescence polarization. AID 2057, 2009. GST-MCL1 / FITC-Bim-BH3 fluorescence polarization. inhibition, % at 10.9 µM. actives 0.68% (n = 320,000). Induced myeloid leukemia cell differentiation protein Mcl-1 (Homo sapiens), Q07820;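 active means inhibition above the mean inhibition of all tested compounds plus 3 SD, set per campaign, cut at about 40% in these data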;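 further: 0% = DMSO wells and 100% = unlabeled Bim-BH3 peptide control; higher means more loss of mP so more displacement of Bim peptide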
MEX-5 binding: MEX-5 zinc finger RNA-binding disruptors – biochemical, C. elegans, fluorescence polarization, MLPCN library, primary screen; MEX-5/FITC-TCR2 RNA binding; active compounds read low; activity score (negative = inhibition of binding), % at 10 µM; actives 0.38% (n = 300,000); AID 1832, 2009;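 active means inhibition past about -25% in most replicates, and total fluorescence under double the plate's negative control median, limit read from the data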;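 further: 0% = DMSO and -100% = 5 µM competing unlabeled TCR2 RNA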
GLD-1 TGE inh: GLD-1/TGE RNA complex disruptors, primary screen, biochemical, fluorescence polarization; Female germline-specific tumor suppressor gld-1 (Caenorhabditis elegans), Q17339; actives 0.44% (n = 320,000); purified GLD-1 + fluorescein TGE RNA; inhibition, % at 5.96 µM;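 active means percent inhibition above a per-plate cutoff, the plate mean of test compounds plus 3 SD, cut at about 30% in these data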;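 further: 0% = DMSO wells with GLD-1 and probe and 100% = wells lacking GLD-1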
Target sequence (Q17339 whole entry, looked up): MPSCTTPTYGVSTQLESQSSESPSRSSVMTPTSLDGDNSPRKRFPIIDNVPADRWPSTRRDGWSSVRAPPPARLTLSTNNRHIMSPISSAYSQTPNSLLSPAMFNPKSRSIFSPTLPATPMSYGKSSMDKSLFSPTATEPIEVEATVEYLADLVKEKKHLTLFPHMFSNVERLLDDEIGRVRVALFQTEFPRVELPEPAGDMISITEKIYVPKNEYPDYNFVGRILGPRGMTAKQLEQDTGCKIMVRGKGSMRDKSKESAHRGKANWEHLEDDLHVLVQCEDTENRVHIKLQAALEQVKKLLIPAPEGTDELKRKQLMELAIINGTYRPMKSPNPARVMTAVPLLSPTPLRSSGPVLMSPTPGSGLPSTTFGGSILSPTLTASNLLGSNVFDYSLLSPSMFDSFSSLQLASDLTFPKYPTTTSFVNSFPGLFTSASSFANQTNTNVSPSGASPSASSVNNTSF
BCLXL inh: inhibitors of human Bcl-xL, primary screen, biochemical, fluorescence polarization, HTS | Bcl-2-like protein 1 (Homo sapiens), Q07817 | GST-Bcl-xL / FITC-Bim BH3 peptide fluorescence polarization | inhibition, % at 10.9 µM | actives 0.7% (n = 320,000);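 active means inhibition above the mean of all tested compounds plus 3 SD, cutoff set per campaign, cut at about 30% in these data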;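 further: 0% = DMSO wells and 100% = unlabeled Bim-BH3 peptide competitor; inhibitors lower millipolarization by displacing the labeled peptide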
Target sequence (Q07817 whole entry, looked up): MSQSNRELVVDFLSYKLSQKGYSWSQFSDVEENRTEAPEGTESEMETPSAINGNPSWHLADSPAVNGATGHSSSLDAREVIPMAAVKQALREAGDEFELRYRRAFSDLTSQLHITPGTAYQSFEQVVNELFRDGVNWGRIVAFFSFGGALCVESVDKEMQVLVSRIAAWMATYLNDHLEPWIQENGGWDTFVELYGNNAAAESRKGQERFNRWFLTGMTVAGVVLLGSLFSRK
EBNA-1 inhibitor: EBNA-1 DNA-binding inhibitors, primary screen, biochemical, fluorescence polarization; actives 0.34% (n = 300,000); inhibition, % at 14.8 µM; in the data active means inhibition above about 28%
* = called active by the depositor.

Screening COCCNc1ccc(-c2nn(C)c(=O)c3ccccc23)cc1[N+](=O)[O-] returned Yeast superoxide 90.3, Efflux pump inh -0.1, Fam108B counter 1.4, ZTA counter -9.3, MCL1 BIM primary 5.0, MEX-5 binding 1.1, GLD-1 TGE inh 6.9, BCLXL inh 7.6 and EBNA-1 inhibitor -1.6.
`Cn1cc(/C=C(\C(=O)O)C(C(=O)O)=C2CCCCC2)c2ccccc21` gave Yeast superoxide 99.5, Efflux pump inh 0.0, Fam108B counter 0.6, ZTA counter 3.6, MCL1 BIM primary -1.5, MEX-5 binding -2.7, GLD-1 TGE inh -3.1, BCLXL inh 0.7 and EBNA-1 inhibitor 1.0.
`O=C(N/N=C/c1ccccc1O)C(=O)Nc1ccccn1` gave Yeast superoxide 99.4, Efflux pump inh -0.2, Fam108B counter 3.0, ZTA counter -8.0, MCL1 BIM primary 1.5, MEX-5 binding -3.1, GLD-1 TGE inh 2.3, BCLXL inh 3.4 and EBNA-1 inhibitor -1.7.
CCCNC(=S)N1CCC(NC(=O)C23CC4CC(CC(C4)C2)C3)CC1 was read as Yeast superoxide 110.8, Efflux pump inh 0.0, Fam108B counter -2.7, ZTA counter -5.4, MCL1 BIM primary 10.3, MEX-5 binding -0.8, GLD-1 TGE inh 5.9, BCLXL inh 4.3 and EBNA-1 inhibitor 0.6.
`COc1ccc([N+](=O)[O-])cc1NC(=O)CSCc1ccccc1` gave Yeast superoxide 96.5, Efflux pump inh 0.0, Fam108B counter 1.1, ZTA counter -2.2, MCL1 BIM primary 7.2, MEX-5 binding 1.1, GLD-1 TGE inh -0.6, BCLXL inh 8.5 and EBNA-1 inhibitor 0.9.
`Cc1ccccc1OCc1csc(N)n1` gave Yeast superoxide 116.5, Efflux pump inh 0.1, Fam108B counter 3.8, ZTA counter 1.1, MCL1 BIM primary 7.5, MEX-5 binding 1.8, GLD-1 TGE inh -1.5, BCLXL inh 1.9 and EBNA-1 inhibitor -1.2.
`COc1cccc(N2C(=O)C(c3ccccc3)=C(c3nc4ccccc4s3)C2NC(C)=O)c1` (stereo not drawn) gave Yeast superoxide 93.9, Efflux pump inh 0.0, Fam108B counter -6.8, ZTA counter -3.2, MCL1 BIM primary -4.3, MEX-5 binding 1.0, GLD-1 TGE inh -3.6, BCLXL inh -1.7 and EBNA-1 inhibitor 7.4.
CC(=N/O)/C(C)=N\NC(=O)c1ccccn1 was read as Yeast superoxide 102.7, Efflux pump inh -0.1, Fam108B counter 5.4, ZTA counter 15.0, MCL1 BIM primary 6.9, MEX-5 binding -3.9, GLD-1 TGE inh 10.5, BCLXL inh 4.4 and EBNA-1 inhibitor 0.9.
Screening COc1cccc(CN2CC(C(=O)NCCN3CCOC3=O)CCC2=O)c1 (stereo not drawn) returned Yeast superoxide 97.2, Efflux pump inh -0.1, Fam108B counter 4.1, ZTA counter -1.9, MCL1 BIM primary 9.1, MEX-5 binding 0.4, GLD-1 TGE inh 3.4, BCLXL inh 9.3 and EBNA-1 inhibitor 0.5.
Cc1cccc(C)c1NC(=O)CSc1nnc(NC(=O)CN2CCOCC2)s1 was read as Yeast superoxide 88.2, Efflux pump inh 0.0, Fam108B counter 2.9, ZTA counter 0.6, MCL1 BIM primary 2.1, MEX-5 binding 0.3, GLD-1 TGE inh -1.5, BCLXL inh -3.6 and EBNA-1 inhibitor 0.2.
Screening CCOC(=O)C1(Cc2ccccc2C(F)(F)F)CCN(C2CCCC2)CC1 returned Yeast superoxide 109.2, Efflux pump inh -0.1, Fam108B counter -1.1, ZTA counter 13.4, MCL1 BIM primary 4.2, MEX-5 binding -3.2, GLD-1 TGE inh 2.1, BCLXL inh 6.1 and EBNA-1 inhibitor 1.3.
`Cc1ccc(C(=O)COC(=O)CCc2ccc(S(=O)(=O)N3CCCCC3)cc2)cc1` gave Yeast superoxide 116.6, Efflux pump inh -0.3, Fam108B counter 2.7, ZTA counter -6.8, MCL1 BIM primary 2.9, MEX-5 binding -2.8, GLD-1 TGE inh 3.9, BCLXL inh 0.1 and EBNA-1 inhibitor -9.2.
For COc1ccc(CCNC(=O)C(NS(=O)(=O)c2cccc3nsnc23)C(C)C)cc1OC (stereo not drawn) the results were Yeast superoxide 82.4, Efflux pump inh 0.1, Fam108B counter 3.4, ZTA counter 10.1, MCL1 BIM primary -0.2, MEX-5 binding -2.1, GLD-1 TGE inh 3.2, BCLXL inh 7.8 and EBNA-1 inhibitor 12.9.
`CCc1nnc(N/N=C/c2ccc(O)c(OC)c2)n1N` gave Yeast superoxide 95.1, Efflux pump inh -0.1, Fam108B counter 4.2, ZTA counter 5.9, MCL1 BIM primary 2.5, MEX-5 binding -1.4, GLD-1 TGE inh 2.6, BCLXL inh 2.0 and EBNA-1 inhibitor 13.4.
`O=C(CSc1nc(-c2ccc(F)cc2)cc(C(F)(F)F)n1)NCCN1CCOCC1` gave Yeast superoxide 93.7, Efflux pump inh 0.0, Fam108B counter 2.0, ZTA counter 1.9, MCL1 BIM primary 5.3, MEX-5 binding -1.3, GLD-1 TGE inh 3.0, BCLXL inh 7.0 and EBNA-1 inhibitor 0.4.
For O=C(Nc1ccc(Cl)cn1)Nc1cccs1 the results were Yeast superoxide 108.7, Efflux pump inh -0.1, Fam108B counter 1.9, ZTA counter -0.8, MCL1 BIM primary 2.2, MEX-5 binding -1.8, GLD-1 TGE inh -0.6, BCLXL inh -3.1 and EBNA-1 inhibitor 5.1.
CCCOc1ccc2c(C)c(CC(=O)OC)c(=O)oc2c1 was read as Yeast superoxide 101.3, Efflux pump inh 0.1, Fam108B counter -0.8, ZTA counter 6.1, MCL1 BIM primary 0.8, MEX-5 binding -3.2, GLD-1 TGE inh 5.8, BCLXL inh -1.0 and EBNA-1 inhibitor 3.1.
Screening O=C(CCCc1nc(-c2ccccc2)no1)N1CCOCC1 returned Yeast superoxide 109.0, Efflux pump inh 0.0, Fam108B counter 0.6, ZTA counter 12.7, MCL1 BIM primary -9.7, MEX-5 binding -1.9, GLD-1 TGE inh -7.3, BCLXL inh -3.9 and EBNA-1 inhibitor 11.5.
`O=C(CSc1nc(C(F)(F)F)cc(=O)[nH]1)Nc1nccs1` gave Yeast superoxide 93.5, Efflux pump inh 0.2, Fam108B counter -1.3, ZTA counter 7.3, MCL1 BIM primary -1.0, MEX-5 binding -0.5, GLD-1 TGE inh 6.9, BCLXL inh -0.6 and EBNA-1 inhibitor 3.1.
For CN1c2ccccc2C(C)(C)C12CCCC(=O)N2 (stereo not drawn) the results were Yeast superoxide 101.8, Efflux pump inh 0.1, Fam108B counter -2.0, ZTA counter -8.8, MCL1 BIM primary 4.1, MEX-5 binding -2.1, GLD-1 TGE inh 5.3, BCLXL inh 11.6 and EBNA-1 inhibitor 3.6.
CC1(C)CCC(=O)N2CC[C@H]3C[C@H](OC(=O)Nc4ccccc4)C[C@@H]1[C@H]32 was read as Yeast superoxide 96.0, Efflux pump inh 0.1, Fam108B counter 0.1, ZTA counter -4.2, MCL1 BIM primary 4.0, MEX-5 binding -0.4, GLD-1 TGE inh 7.5, BCLXL inh 2.8 and EBNA-1 inhibitor -7.4.
Screening O=C1COc2ccc(C(=O)c3ccccc3C(=O)NCc3ccccc3)cc2N1 returned Yeast superoxide 92.8, Efflux pump inh 0.0, Fam108B counter 0.6, ZTA counter 12.7, MCL1 BIM primary 11.0, MEX-5 binding -2.2, GLD-1 TGE inh -5.0, BCLXL inh 2.3 and EBNA-1 inhibitor 2.1.
COC(=O)c1nn(-c2ccccc2)c(Sc2ccc(Br)cc2)c1/C=N/O was read as Yeast superoxide 86.5, Efflux pump inh 0.1, Fam108B counter -4.6, ZTA counter -5.3, MCL1 BIM primary 6.5, GLD-1 TGE inh 9.1, BCLXL inh 6.9 and EBNA-1 inhibitor -12.3.
COc1ccc(C(C(=O)NC2CCCCC2)N(Cc2ccco2)C(=O)CNC(=O)c2ccco2)cc1 (stereo not drawn) was read as Yeast superoxide 86.9, Efflux pump inh -0.1, Fam108B counter 2.9, ZTA counter 8.0, MCL1 BIM primary 3.2, MEX-5 binding -0.3, GLD-1 TGE inh 4.9, BCLXL inh 7.0 and EBNA-1 inhibitor 8.0.
Screening CC(C)c1nn(-c2cc(C(F)(F)F)ccn2)c(=O)o1 returned Yeast superoxide 97.8, Efflux pump inh 0.1, Fam108B counter 1.4, ZTA counter 6.0, MCL1 BIM primary 3.8, MEX-5 binding -1.8, GLD-1 TGE inh 1.6, BCLXL inh 3.1 and EBNA-1 inhibitor 5.7.
Screening CCOc1ccc(/C=C2\NC(=S)NC2=O)cc1 returned Yeast superoxide 70.6, Efflux pump inh -0.1, Fam108B counter -4.4, ZTA counter -0.3, MCL1 BIM primary 2.9, MEX-5 binding -2.8, GLD-1 TGE inh -12.1, BCLXL inh -3.9 and EBNA-1 inhibitor -3.7.
For CCOc1ccc(C(=O)NC(C(=O)NCc2ccccc2OC)C(C)C)cc1 (stereo not drawn) the results were Yeast superoxide 83.8, Efflux pump inh -0.1, Fam108B counter 1.4, ZTA counter 21.6, MCL1 BIM primary 0.0, MEX-5 binding 0.2, GLD-1 TGE inh -2.4, BCLXL inh -5.5 and EBNA-1 inhibitor 4.0.
O=C(N/N=C/c1ccccc1OC(=O)c1ccc2c(c1)OCO2)c1cccc(F)c1 was read as Yeast superoxide 90.6, Efflux pump inh 0.1, Fam108B counter -4.9, ZTA counter -1.9, MCL1 BIM primary 0.1, MEX-5 binding 3.4, GLD-1 TGE inh 2.9, BCLXL inh 3.5 and EBNA-1 inhibitor 14.6.
For CCN1N=C(c2cc(Cl)sc2Cl)CSC1=O the results were Yeast superoxide 103.5, Efflux pump inh 0.1, Fam108B counter -4.6, ZTA counter -13.4, MCL1 BIM primary 2.7, MEX-5 binding -3.6, GLD-1 TGE inh 6.6, BCLXL inh -0.7 and EBNA-1 inhibitor -12.9.
`C=CCNC(=O)c1ccc(C2SCC(=O)N2Cc2ccccc2)cc1` (stereo not drawn) gave Yeast superoxide 90.0, Efflux pump inh -0.3, Fam108B counter -2.9, ZTA counter -17.1, MCL1 BIM primary -0.6, MEX-5 binding 0.5, GLD-1 TGE inh 6.4, BCLXL inh -2.5 and EBNA-1 inhibitor -4.8.
Screening COc1cc2c(cc1OC)C(c1ccc([N+](=O)[O-])cc1)NCC2 (stereo not drawn) returned Yeast superoxide 95.3, Efflux pump inh 0.0, Fam108B counter -3.7, ZTA counter -6.5, MCL1 BIM primary 2.0, MEX-5 binding 0.1, GLD-1 TGE inh -0.1, BCLXL inh -5.4 and EBNA-1 inhibitor -12.9.
